GoLoco inh red = RGS12 GoLoco-Gai1 interaction inhibition | Potency, µM (series often up to 61.6 µM), without a hit: at the top dose activity, negative = inhibition, hits mostly inhibitors | 230,000 compounds, 0.44% hits | Gai1:RGS12 GoLoco peptide FP, rhodamine, 10 min | AID 880 | P63096; active means well fitted inhibition curve with a large enough effect, not every such curve was filed as active; inactive means no such curve, though single readings can be large or run the other way; further: nearly all actives have a fitted effect of over 30% in size; many of its hits are not listed in these tables
Tau fibril ThT = blocks human tau fibril formation measured by thioflavin T. Potency, µM (doses to about 57.4 µM), for inactives: top-dose activity, negative = inhibition, hits mostly inhibitors. 270,000 compounds, 2.1% hits. recombinant tau K18 P301L, heparin-induced fibrillization, ThT fluorescence. AID 1460; further: nearly all actives have a fitted effect of over 55% in size
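ThT emission at 510 nm, taken 1 hr after adding 30 uM dye, quantifies aggregates formed when 20 uM heparin acts on human tau K18 P301L for 6 hr at 37 C.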
L3MBTL1 block = inhibitors of human L3MBTL1. Q9Y468. Potency, µM (highest dose often 57.1 µM), without a hit: at the top dose activity, negative = inhibition, hits mostly inhibitors. AlphaScreen L3MBTL1–H3K9me1 peptide binding. 230,000 compounds, 0.66% hits; further: nearly all actives have a fitted effect of over 60% in size
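Read-out is AlphaScreen signal from streptavidin donor and nickel chelate acceptor beads (10 ug/mL final each) bridging L3MBTL1 (50 nM) and biotinylated K9-monomethylated H3(1-15) peptide (75 nM), after 30 min compound exposure at room temperature.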
RECQ1 inh = blocks DNA unwinding by human RECQ1; AID 2549; Potency, µM (series often up to 57.3 µM), inactives show top-dose activity, negative = inhibition, hits mostly inhibitors; P46063; 240,000 compounds, 0.54% hits; RECQ1 DNA unwinding, red fluorescence kinetic read;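 further: plate controls were vehicle for no effect and no enzyme for full effect; nearly all actives have a fitted effect of over 30% in size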
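RECQ1T1 50 nM; forked duplex (20 bp + 30-nt ss tails) 200 nM, ATP 2 mM final; pH 8.0, 2 mM MgCl2, 2.5 ug/ml poly(dI-dC); 15 min compound preincubation; discontinuous kinetic read over 2 h at RT.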
Tau FP inhib = tau fibrillization inhibition (FP); Potency, µM (top dose mostly 57.7 µM), for inactives: at the top dose activity, negative = inhibition, actives largely listed as inhibitors; 280,000 compounds, 0.39% hits; K18 P301L tau heparin fibrillization, Alexa594 FP, 6 h; AID 1468; P10636; further: nearly all actives have a fitted effect of over 55% in size
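Heparin (20 uM) drove fibril formation of recombinant tau K18 P301L, 15 uM unlabeled with 0.24 uM Alexa 594 label, for 6 hr at 37 C in 100 mM sodium acetate pH 7. Fluorescence polarization (555/632 nm) read 1 hr after 30 uM ThT.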
JMJD2E inh = JMJD2E (human) inhibition; B2RXH2; JMJD2E catalytic domain, FDH-coupled NADH fluorescence (FDH is formaldehyde dehydrogenase); Potency, µM (top dose mostly 57.1 µM), for the others: top-dose activity change, negative = inhibition, hits mostly inhibitors; 230,000 compounds, 1.6% hits; AID 2147; active means well fitted inhibition curve with a large enough effect, not every such curve was filed as active; inconclusive means small, poorly fitted or top-dose-only effect, or another doubt; inactive means no such curve, though single readings can be large or run the other way;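 further: 0% = wells with enzyme and -100% = buffer wells without enzyme; nearly all actives have a fitted effect of over 50% in size; many of its hits are not listed in these tables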
Target sequence (B2RXH2 1-337 limits assumed): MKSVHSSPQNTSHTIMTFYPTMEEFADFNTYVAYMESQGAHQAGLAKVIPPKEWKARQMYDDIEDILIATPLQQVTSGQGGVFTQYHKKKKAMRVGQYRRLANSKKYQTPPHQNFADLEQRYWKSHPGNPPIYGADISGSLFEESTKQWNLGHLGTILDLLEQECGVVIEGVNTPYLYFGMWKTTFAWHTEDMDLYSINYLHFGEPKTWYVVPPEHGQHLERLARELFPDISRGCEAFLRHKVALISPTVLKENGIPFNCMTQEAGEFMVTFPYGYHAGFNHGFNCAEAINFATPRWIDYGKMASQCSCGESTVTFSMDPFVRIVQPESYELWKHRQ
TexasRed fluor = alters Texas Red total fluorescence, flagging assay interference | TRb/SRC2 Texas Red total fluorescence interference | Potency, µM (highest dose often 106 µM), inactives show at the highest dose fluorescence change, negative = quenching | 280,000 compounds, 0.29% hits; active means well fitted curve in either direction with a large enough effect; inconclusive means small, poorly fitted or top-dose-only effect
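Human TRb ligand-binding domain at 0.6 uM with 20 nM Texas Red SRC2 peptide in Tris buffer containing 1 uM T3 and 5% DMSO, incubated with compound 5 h at ambient temperature. Total fluorescence (555/632 nm) calculated as parallel + 2 × perpendicular.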
TRb SRC2 PPI = TRbeta-SRC2 interaction inhibition. P10828. TRbeta-SRC2 peptide binding, fluorescence polarization; receptor liganded with 1 µM T3. Potency, µM (titrated, usually from 106 µM), for inactives: at the top dose activity change, negative = inhibition, actives largely listed as inhibitors. 280,000 compounds, 0.065% hits. AID 1469;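 further: plate controls were bound peptide for no effect and peptide without receptor for full effect; nearly all actives have a fitted effect of over 50% in size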
Target sequence (P10828 whole entry, looked up): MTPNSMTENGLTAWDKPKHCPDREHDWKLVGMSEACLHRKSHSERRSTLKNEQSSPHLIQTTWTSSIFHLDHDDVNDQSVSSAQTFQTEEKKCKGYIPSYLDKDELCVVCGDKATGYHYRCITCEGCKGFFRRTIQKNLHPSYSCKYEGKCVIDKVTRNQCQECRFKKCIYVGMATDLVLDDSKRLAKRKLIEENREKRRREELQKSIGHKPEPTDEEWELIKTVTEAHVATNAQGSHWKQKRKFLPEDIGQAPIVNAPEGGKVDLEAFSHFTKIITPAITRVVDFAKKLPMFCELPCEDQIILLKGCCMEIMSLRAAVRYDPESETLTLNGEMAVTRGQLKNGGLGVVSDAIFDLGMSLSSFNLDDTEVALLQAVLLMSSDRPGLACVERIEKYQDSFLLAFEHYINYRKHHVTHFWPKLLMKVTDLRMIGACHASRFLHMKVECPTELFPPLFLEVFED
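Quantitative HTS by FP: 0.6 uM TRb LBD, 20 nM labeled SRC2 20-mer, 1 uM T3, 5% DMSO; 5 hr ambient incubation; % activity per concentration and potencies from concentration series.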
* hit, by the source's call; i = inactive; ? = inconclusive; . = not tested or not shown; & = joins results of further samples; [ ] = remark or other dose. Unless noted, the call rests on the fitted dose curve; in most records, active means well fitted curve in the direction sought with a large enough effect; inconclusive means small, poorly fitted or top-dose-only effect, or another doubt; inactive means no such curve, though single readings can be large; an effect the other way counts as inactive or inconclusive. Unless noted, on the % scale 0 is the no-effect control and ±100 the full control effect; potency means the concentration at half of the fitted maximal effect.

#1 CC(C)c1ccc(C2CC(=O)N3CN(C4CCCCC4)CSC3=C2C#N)cc1 (stereo unspecified)
#2 Cc1c(Cl)cccc1NC(=O)Cn1c(=O)n(Cc2ccco2)c(=O)c2oc3ccccc3c21
#3 O=C(COc1ccccc1)NC1CC(=O)N(c2ccc3c(c2)OCCO3)C1 (stereo unspecified)
#4 Cc1cc(OCc2ccc(C(=O)NN=C3CCCC3)cc2)ccc1Cl
#5 CCOC(=O)c1cc[n+](CC(=O)c2ccc(F)cc2)cc1
#6 COc1ccc(N/C(=N\c2nc(C)cc(C)n2)NC(C)=O)cc1OC
#7 Cc1ccc(Cl)cc1NC(=O)C1CCN(S(C)(=O)=O)CC1
#8 Cc1cc2oc(C(=O)NCCc3ccc(S(N)(=O)=O)cc3)c(C)c2cc1C

entry no. | 1 | 2 | 3 | 4 | 5 | 6 | 7 | 8
GoLoco inh red | . | . | . | 1.0% | -9.5% | -8.9% | -12.9% | -5.3%
Tau fibril ThT | 22.4µM* | 3.6% | -6.2% | 7.9% | -5.1% | -10.5% | -13.7% | -15.6%
L3MBTL1 block | . | . | . | 13.1% | 22.1% | -1.2% | -4.5% | -3.4%
RECQ1 inh | . | . | . | -3.9% | -15.1% | -6.7% | 11.2% | -22.8%
Tau FP inhib | ? | -10.8% | -6.0% | -4.2% | -4.6% | 0.5% | -5.1% | -2.9%
JMJD2E inh | . | . | . | 3.0% | 31.6µM* | -1.4% | 5.0% | ?
TexasRed fluor | -0.8% | -0.7% | -0.4% | -5.8% | -1.7% | 1.1% | 1.2% | -5.8%
TRb SRC2 PPI | -3.2% | 0.5% | 2.0% | -16.6% | 5.3% | 1.8% | 0.1% | -7.0%

Of the compounds above, these have a furan ring, fused or not.
#2 Cc1c(Cl)cccc1NC(=O)Cn1c(=O)n(Cc2ccco2)c(=O)c2oc3ccccc3c21
#8 Cc1cc2oc(C(=O)NCCc3ccc(S(N)(=O)=O)cc3)c(C)c2cc1C

entry no. | 2 | 8
GoLoco inh red | . | -5.3%
Tau fibril ThT | 3.6% | -15.6%
L3MBTL1 block | . | -3.4%
RECQ1 inh | . | -22.8%
Tau FP inhib | -10.8% | -2.9%
JMJD2E inh | . | ?
TexasRed fluor | -0.7% | -5.8%
TRb SRC2 PPI | 0.5% | -7.0%

Continued.
#9 COc1cc(/C=C/C(=O)Nc2nnc(CC(C)C)s2)cc(OC)c1OC
#10 CCOC(=O)c1sc(-c2ccc(Cl)cc2)nc1O
#11 CCOC(=O)CSc1nc2ccccc2c(=O)n1CC1CCC(C(=O)NCc2ccco2)CC1 (stereo unspecified)
#12 Cc1cc(C)c(NC(=O)C2CCN(c3cnccn3)CC2)c(C)c1
#13 Cn1c(=O)cc(SCC(=O)N2CCN(c3ccccc3F)CC2)c2ccc(Cl)cc21
#14 COCCNC(=O)c1cc2nc(-c3ccc(F)cc3)cc(C(F)(F)F)n2n1
#15 COc1ccc(C)cc1S(=O)(=O)NC1CCCCC1
#16 COc1ccc(S(=O)(=O)N2CCCC2)c(Cl)c1Cl

entry no. | 9 | 10 | 11 | 12 | 13 | 14 | 15 | 16
GoLoco inh red | -12.1% | 8.6% | -9.3% | 6.8% | . | 18.4% | 9.4% | -4.7%
Tau fibril ThT | 3.0% | ? | -5.1% | -11.0% | -13.0% | -3.3% | -3.8% | -10.2%
L3MBTL1 block | 34.5%[activator] | 4.3% | 0.6% | -1.5% | . | -0.1% | 8.5% | -24.2%
RECQ1 inh | -5.1% | -2.0% | -7.2% | -7.5% | . | 1.6% | i | 4.9%
Tau FP inhib | 1.2% | -4.4% | -5.8% | 6.9% | -12.7% | -0.3% | 3.2% | -5.0%
JMJD2E inh | -1.5% | -22.6% | -8.7% | ? | . | -10.2% | 6.3% | -4.4%
TexasRed fluor | -1.9% | -8.3% | -2.1% | -0.3% | -0.6% | 0.1% | -1.3% | -1.4%
TRb SRC2 PPI | -7.8% | 3.8% | -11.8% | -10.4% | 1.3% | 2.1% | -4.8% | -14.0%

#17 N#Cc1ccc(CSc2nnc(-c3cccs3)n2-c2ccccc2)cc1
#18 S=C(NCCCN1CCOCC1)Nc1cccc(-c2nnc3n2CCCCC3)c1
#19 CN(C)/C=N/c1cc(=O)[nH]c(=O)n1Cc1ccccc1
#20 CC(=O)NC(=S)Nc1ccc(NC(=S)NC(=O)/C=C/c2ccco2)cc1
#21 COc1ccccc1NC(=O)c1cnc2n(c1=O)CCS2
#22 Cc1ccc(S(=O)(=O)NCC2CCC(C(=O)N(C)Cc3ccccc3)CC2)cc1 (stereo unspecified)
#23 O=C(CSc1nc(-c2ccccc2)c(-c2ccccc2)[nH]1)NCC1CCCO1 (stereo unspecified)
#24 CC(C)N1CCC(N2CCN(Cc3cccnc3)CC2CCO)CC1 (stereo unspecified)

entry no. | 17 | 18 | 19 | 20 | 21 | 22 | 23 | 24
GoLoco inh red | 8.8% | 34.9%[activator] | 6.4%&8.8% | 11.1% | 0.7% | . | 3.7% | 0.1%
Tau fibril ThT | -11.9% | -7.3% | -5.1%&-10.6% | . | 1.8% | -17.6% | -4.8% | -4.8%
L3MBTL1 block | -4.3% | . | 3.5% | . | 2.5% | . | . | 2.3%
RECQ1 inh | -3.9% | -3.1% | -5.1%&-6.6% | ? | -6.4% | . | i | -5.9%
Tau FP inhib | 4.1% | 2.5% | -6.4%&-0.3% | -2.5% | -0.8% | -9.3% | 0.5% | 0.2%
JMJD2E inh | 8.6% | -3.8% | -5.4%&-6.0% | -28.6% | 3.1% | . | ? | -8.7%
TexasRed fluor | -1.0% | 0.4% | -6.2%&-1.0% | ? | 3.1% | -0.1% | -3.1% | -0.9%
TRb SRC2 PPI | 12.8% | 2.1% | 6.0%&0.0% | 7.5% | -2.6% | 1.3% | -2.1% | 0.7%

At a glance, 2 of the compounds above:
#23 O=C(CSc1nc(-c2ccccc2)c(-c2ccccc2)[nH]1)NCC1CCCO1 (stereo unspecified)
#24 CC(C)N1CCC(N2CCN(Cc3cccnc3)CC2CCO)CC1 (stereo unspecified)

entry no. | 23 | 24
GoLoco inh red | 3.7% | 0.1%
Tau fibril ThT | -4.8% | -4.8%
L3MBTL1 block | . | 2.3%
RECQ1 inh | i | -5.9%
Tau FP inhib | 0.5% | 0.2%
JMJD2E inh | ? | -8.7%
TexasRed fluor | -3.1% | -0.9%
TRb SRC2 PPI | -2.1% | 0.7%

Continued:
#25 COc1ccc2[nH]cc(C(=O)CCl)c2c1
#26 NC(=O)C(=O)NN=C1CCC(c2ccccc2)CC1 (stereo unspecified)
#27 CCn1c(SCC(=O)NCC2CCCO2)nnc1-c1c[nH]c2ccccc12 (stereo unspecified)
#28 N=C(N)c1ccc2cc(OC(=O)c3ccc(N=C(N)N)cc3)ccc2c1
#29 CC1CC2(C)Oc3ccccc3CC2C(C)C1CNCCCN(C)C (stereo unspecified)
#30 CCN1CCN(CCCN(Cc2ccco2)C(=S)Nc2ccccc2Cl)CC1

entry no. | 25 | 26 | 27 | 28 | 29 | 30
GoLoco inh red | 10.6% | 6.4% | 3.0% | 8.2%&14.3% | -5.9% | -5.5%
Tau fibril ThT | ? | 3.7% | 6.7% | ? | -15.4% | -2.8%
L3MBTL1 block | . | 3.3% | -7.9% | . | -2.9% | .
RECQ1 inh | 7.3% | i | 29.8% | 28.7% | -9.3% | -6.1%
Tau FP inhib | 3.9% | -0.3% | -1.7% | -7.2% | 0.4% | -2.5%
JMJD2E inh | -3.8% | 74.7%[activator] | -6.6% | . | 91.2%[activator] | 5.5%
TexasRed fluor | 0.0% | 2.9% | -3.9% | -1.4%&-12.7% | 0.5% | -6.2%
TRb SRC2 PPI | -1.2% | 2.9% | 7.2% | 3.2%&8.4% | -7.3% | -10.4%

From PubChem

Only part of the results is shown (hit frequency here may not be typical).
